# Screening data deposited in PubChem by Broad Institute.
# XiGFP reactiv: activators of inactive X chromosome reactivation, primary screen, imaging, XiGFP fibroblasts, GFP high-content imaging, set 2 | XiGFP mouse fibroblasts, % GFP-positive cells imaging, 3 d; cells co-treated with 5-aza-dC sensitizer; scaled so ellipticine positive control = 100% | activation, % at 7.58 µM | hit rate 0.055% among 360,000;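 active = mean normalized replicate activation at least 10% and every replicate at or above 10%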;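 also: 0% = median of on-plate neutral control wells and 100% = ellipticine 6 µM median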
#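 Material: SV40-immortalized XiGFP fibroblast cells, line 68-5-11 | Buffer or medium: DMEM containing 5-aza-dC | Dosing: One concentration, pinned | Times: 3 d treatment, 15 min room-temperature fixation | Controls: Ellipticine 6 µM positive control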
# Active calls of the source: *. Some of the compounds tested; the hit share may differ from the screen's.
SMILES,XiGFP reactiv
COc1ccccc1N=Nc1[nH]c2ccc(C)cc2c1O,0.2
Clc1ccc(/C=N/NC2=Nc3cccc4cccc2c34)cc1,0.6
COc1ccc(CN(C)CC(=O)NC(=O)NCc2ccccc2)c(OC)c1,-0.3
Clc1ccc(Cn2nc(-c3ccccc3)nc2-c2ccccc2)cc1,-0.1
Cc1ccccc1/C=C\c1nc2ccccc2c(=O)n1Cc1ccccc1,0.0
CCn1c(SCC(=O)N/N=C/c2ccc(C)o2)nnc1-c1ccc(C(C)(C)C)cc1,-0.1
O=C(/C=C/NCc1ccc(F)cc1)c1ccccc1,0.2
Cn1nc(C(=O)Nc2nc3ccccc3[nH]2)c2ccccc2c1=O,0.0
COc1ccc(NC(=O)CC2(Cc3ccccc3)CCOC(C)(C)C2)cc1 (centres undefined),0.2
Cc1ccc(NC(=O)CN(C)C(=O)CCC(=O)c2cccs2)cc1,0.1
CC(C)NC(=O)N(C)C[C@H]1Oc2c(NC(=O)Cn3cnnn3)cccc2C(=O)N([C@H](C)CO)C[C@@H]1C,-0.6
C[C@@H]1COCc2cn(nn2)CC[C@H](C)C(=O)N1,0.0
Fc1ccccc1-c1nc(N2CCCCC2)c2ccccc2n1,-0.1
CC(C)OC(=O)c1cccc(-c2ccc(C=O)o2)c1,0.2
COCC(C)NC(=O)Cc1ccc(F)cc1 (centres undefined),0.1
CS(=O)(=O)N1CC2(C1)[C@@H](c1ccccc1)[C@@H](CO)N2C(=O)C1CCC1,-0.1
CC(=O)N(C)C[C@@H]1Oc2c(NS(C)(=O)=O)cccc2C(=O)N(C)C[C@H]1C,0.3
COc1ccc(C2N(Cc3ccccc3)CC(=O)N2/N=C(\C)c2ccccc2)cc1 (centres undefined),-0.1
CC(C)c1ccc(/C=C2\SC(N3CCCC3)=NC2=O)cc1,0.3
CC(=O)N1[C@@H]2c3cccc(=O)n3C[C@@H]2[C@@H](CO)[C@@H]1C(=O)NCc1ccccc1,0.0
CCOC(=O)c1c(-c2ccccc2)csc1NC(=O)/C(C#N)=C/c1ccc(OC)c(OC)c1,0.0
CC(C)(C)N(Cc1cc2ccccc2[nH]c1=O)C(=O)C1CCCCC1,0.1
CCC(C)NC(=O)c1[nH]c(C)c(C(=O)OC)c1C (centres undefined),0.2
O=C(C[C@H]1C[C@@H]2c3cc(NC(=O)Nc4ccc(F)cc4)ccc3O[C@@H]2[C@@H](CO)O1)NC1CCCC1,0.2
CCOC(=O)c1c(-c2ccccc2)csc1NC(=O)c1cc(S(=O)(=O)N2CCOCC2)ccc1C,0.0

# 5 compounds drawn at random from the list so far, as already listed:
SMILES,XiGFP reactiv
Clc1ccc(Cn2nc(-c3ccccc3)nc2-c2ccccc2)cc1,-0.1
Clc1ccc(/C=N/NC2=Nc3cccc4cccc2c34)cc1,0.6
COc1ccc(NC(=O)CC2(Cc3ccccc3)CCOC(C)(C)C2)cc1 (centres undefined),0.2
CC(C)c1ccc(/C=C2\SC(N3CCCC3)=NC2=O)cc1,0.3
COc1ccc(C2N(Cc3ccccc3)CC(=O)N2/N=C(\C)c2ccccc2)cc1 (centres undefined),-0.1

# Later entries.
SMILES,XiGFP reactiv
COc1cccc(S(=O)(=O)N2CC[C@H]3[C@@H](CO)N(C)c4ccc(-c5ccccc5OC)cc4[C@H]32)c1,0.0
COc1ccc(N(C(=O)COc2ccc(C)cc2)S(=O)(=O)c2ccc(C)cc2)cc1,-0.1
Cc1cccc(S(=O)(=O)N(C)C[C@H]2OCc3ccccc3-c3ccccc3C(=O)N([C@@H](C)CO)C[C@H]2C)c1,-1.2
Cc1cnc(C(=O)Nc2nc(-c3ccccc3)cs2)cn1,0.3
O=C(N/N=C/c1ccc(Cl)c([N+](=O)[O-])c1)C1CC1,0.0
O=C(NCc1cccnc1)C(=O)NCC1OCCCN1S(=O)(=O)c1ccccc1 (centres undefined),0.1
CCc1cccc(C)c1NC(=S)NCC(c1cccnc1)N1CCOCC1 (centres undefined),0.2
COc1cccc(-c2nnc(SCC3CNC(=O)O3)n2-c2ccc(Cl)cc2)c1 (centres undefined),0.6
COc1ccc(/C=C2\NC(=O)C(C=NCc3ccccc3)=C2O)cc1,0.0
COc1ccc(OCC(=O)NNC(=O)C(=O)N2CCCC2)cc1,-0.1
COc1ccc2c3c(n(C)c2c1)[C@@H](CO)NCC31CCN(CC2CCCCC2)CC1,0.0
Cc1ccc(NC(=O)CCC(=O)N/N=C/c2cccs2)cc1C,0.0
CC(C)NC(=S)NC(=O)c1ccc(Cl)cc1Cl,0.4
COc1ccc(Cn2c(-c3ccccc3)nc3c(c(=O)c4ccccc4n3C)c2=O)cc1,-0.1
O=C(COC(=O)C1CC1)Nc1ccc(N=Nc2ccccc2)cc1,0.1
CCCCCCCC[n+]1cccc(C(=O)N2c3c(nc(N)[nH]c3=O)NC(C)C2C)c1 (centres undefined),0.0
Cc1ccc(NC(=S)N(Cc2cccs2)Cc2cc3cccc(C)c3[nH]c2=O)cc1,0.2
Cc1ccc(S(C)(=O)=O)cc1S(=O)(=O)Nc1ccccc1,0.3
Cc1ccc(C(=O)c2oc3ccccc3c2NC(=O)c2cc(-c3ccccc3O)n[nH]2)cc1,23*
O=C(NCC1CCCO1)C(c1cccs1)N(C(=O)c1ccc(-c2ccccc2)[nH]1)C1CCCC1 (centres undefined),0.1
COc1ccc(-c2cc3nc(-c4ccccc4)cc(N4CCC(O)CC4)n3n2)cc1,0.0
COC(=O)c1ccc(CN2CC(=O)N3[C@H](C2)[C@H](c2ccc(Br)cc2)[C@@H]3CO)cc1,0.3
C=CCNC(=O)NC(=O)COn1nnc2ccc(S(=O)(=O)N(C)C)cc21,-0.1
O=C(/C=C/c1ccc(OCc2ccccc2)c(OCc2ccccc2)c1)c1cccnc1,0.4
CC(=O)Nc1ccc2c(c1)C(=O)N(C)C[C@@H](C)[C@@H](CN(C)C(C)=O)O2,0.2

# Exported as labelled records: part of the list above
> COc1ccccc1N=Nc1[nH]c2ccc(C)cc2c1O
  XiGFP reactiv: 0.2

> Clc1ccc(/C=N/NC2=Nc3cccc4cccc2c34)cc1
  XiGFP reactiv: 0.6

> COc1ccc(CN(C)CC(=O)NC(=O)NCc2ccccc2)c(OC)c1
  XiGFP reactiv: -0.3

# Carrying on.
SMILES,XiGFP reactiv
COCc1cc(C)nc(N/N=C/c2ccc(-c3ccc(Cl)cc3[N+](=O)[O-])o2)c1C#N,-0.1
O=C1NCCOCc2cn(nn2)CC[C@H]1Cc1ccccc1,0.0
C[C@@H]1CN([C@@H](C)CO)C(=O)c2cc(NC(=O)Nc3ccccc3)ccc2O[C@@H](C)CCCCO[C@H]1CN(C)S(=O)(=O)c1ccccc1,0.0
Cc1nn(-c2ccccc2)c(N)c1C(c1ccccc1)c1c(C)nn(-c2ccccc2)c1N,0.0
CC(C)C(=O)NC(=S)Nc1ccc(S(=O)(=O)N2CCN(C)CC2)cc1,0.4
CNC1=C(N(C(C)=O)c2ccc(Br)cc2)C(=O)c2ccccc2C1=O,-0.1
CC[C@@H]1CC=CC[C@@H](C)Oc2ccccc2C(=O)N(C)[C@@H](C(C)C)C(=O)N1 (mixture of isomers),0.3
CNS(=O)(=O)c1ccc(N2CCCC2=O)c([N+](=O)[O-])c1,-0.1
O=C(CCN1C(=O)C2C3C=CC(C4CC34)C2C1=O)Oc1ccc(Br)cc1 (centres undefined),0.0
COc1cccc(/C=N/NC(=O)CC(=O)NCCc2ccccc2)c1OC,0.0
O=C(/C=C/c1ccc(OC(F)F)cc1)OCC(=O)N1CCN(C(=O)c2ccco2)CC1,0.0
COc1ccc(CCNC(=S)Nc2cccc3ccccc23)cc1,0.0
O=C(/C=C/c1cccc(Br)c1)NCC1CCCCC1,-0.1
COc1cc(N(C(=O)Cc2cccs2)C(C(=O)NC2CCCCC2)c2ccc(C)cc2)ccc1-n1cnnn1 (centres undefined),0.0
O=C(c1ccccc1)N1CC2(C1)[C@@H](c1ccccc1)[C@@H](CO)N2Cc1cccnc1,-0.1
CC1CN(c2ccc([N+](=O)[O-])cc2C(=O)N2CCOCC2)CC(C)N1 (centres undefined),0.0
CC(=O)NS(=O)(=O)c1ccc(NC(=O)c2cc(-c3cccs3)nc3ccccc23)cc1,-0.1
C[C@H](NC(=O)N(C)C[C@H]1OCc2ccccc2-c2ccccc2C(=O)N([C@H](C)CO)C[C@@H]1C)c1ccccc1,0.5
O=C1CCCCn2cc(nn2)COC[C@H](c2ccccc2)N1,0.3
S=C(NCc1ccc(Cl)cc1)NC1CCCCC1,0.0
CCOc1ccc(C(=O)/C=C/Nc2ccc(S(=O)(=O)N=C(N)N)cc2)cc1,0.0
CCN(CC(=O)Nc1ccc(N2CCOCC2)cc1)CC(=O)NC(C)(C)C,0.0
Cc1ccc(S(=O)(=O)NCCC(=O)NCc2ccco2)cc1,-0.2
O=C(Cc1cccnc1)N1CC(=O)N2[C@H](CO)[C@@H](c3ccc(-c4cccc(F)c4)cc3)[C@@H]2C1,0.6
COCC(=O)N1CC2(C1)[C@@H](c1ccccc1)[C@H](CO)N2C(=O)c1ccncc1,-0.1

# Continuation.
SMILES,XiGFP reactiv
COc1ccc(C[C@@H]2CCn3cc(nn3)COCCNC2=O)cc1,0.1
CN=C1S/C(=C\c2ccc(N3CCOCC3)cc2C)C(=O)N1C,0.0
CCn1cc(Br)c(C(=O)NC(=S)Nc2ccc(C(=O)OC)cc2)n1,0.1
COc1ccc2c3c(n(C)c2c1)[C@H](CO)N(C(C)=O)CC31CN(Cc2ccc(Cl)cc2)C1,0.0
Nc1ccc2c(c1)sc1ccccc12,0.0
CCc1ccc2c(c1)C(c1ccc([N+](=O)[O-])cc1)=NNC(c1ccccc1)=N2,-0.1
CCC(=O)Nc1ccc(C(=O)NCCCn2ccnc2)cc1,0.0
COc1ccc([C@@H]2C/C=C\C[C@@H](c3ccccc3)NC(=O)CCC(=O)N2)c(OC)c1,0.2
C[C@H]1CN(C)C(=O)Cc2cc(NS(C)(=O)=O)ccc2O[C@H]1CN(C)C,0.2
COc1c(C)oc2cc(O)ccc2c1=O,0.1
CCCSc1cc(NCCOC(C)=O)c([N+](=O)[O-])c2nonc12,0.2
CC(C)[C@H]1COCc2cn(nn2)CCCCC(=O)N1,0.4
COCC(=O)N1CC(=O)N2[C@H](CO)[C@H](c3ccc(C#Cc4cccnc4)cc3)[C@H]2C1,0.1
CN1C(=S)SC(N(O)C(=O)Nc2ccc(Cl)c(Cl)c2)C1(C)C (centres undefined),0.0
CC(C)C[C@H]1COCc2cn(nn2)CC[C@H](Cc2ccc(Cl)cc2)C(=O)N1,0.0
CCC(C)[C@H](NC(=O)OC(C)(C)C)C(=O)N/N=C/c1ccc2cc(OC)ccc2n1 (some centres undefined),0.5
O=C(CCc1[nH]c2ccccc2c1Sc1ccccc1)NCCO,0.0
O=C(Nc1ccc2c(c1)OCCO2)c1coc2ccccc2c1=O,0.5
COc1ccc2c3c(n(C)c2c1)[C@@H](CO)N(Cc1ccccc1F)CC31CN(CC2CC2)C1,0.4
O=C(O)c1ccccc1-c1nc2ccccc2n1-c1ccccc1,0.1
Cc1ccc(-c2ccccc2[C@@H]2[C@@H](C#N)N(C(=O)Cc3cccnc3)[C@@H]2CO)cc1,0.2
CC(C)N1CCN(Cc2coc3ccccc3c2=O)CC1CCO (centres undefined),0.0
C[C@H](CO)N1C[C@H](C)[C@@H](CN(C)C(=O)[C@@H]2CCCN2C)OCc2ccccc2-c2ccccc2C1=O,0.4
O=C(O)c1ccc(O)c(N2C(=O)Nc3ccccc3N2O)c1,0.5
O=C(c1cccs1)N1CCC2(O)CCCCC2C1c1ccc(F)cc1 (centres undefined),0.2

# Ordered by formula weight (rising): some entries from above
SMILES,XiGFP reactiv
C[C@H]1CN(C)C(=O)Cc2cc(NS(C)(=O)=O)ccc2O[C@H]1CN(C)C,0.2
Cc1ccc(-c2ccccc2[C@@H]2[C@@H](C#N)N(C(=O)Cc3cccnc3)[C@@H]2CO)cc1,0.2
C[C@H](CO)N1C[C@H](C)[C@@H](CN(C)C(=O)[C@@H]2CCCN2C)OCc2ccccc2-c2ccccc2C1=O,0.4

# The list goes on:
SMILES,XiGFP reactiv
CCCC(=O)N1CC2(C1)CN(C(=O)Nc1c(C)noc1C)[C@H](CO)c1c2c2ccc(OC)cc2n1C,0.3
Cc1nn2c(-c3cccnc3)ccnc2c1-c1ccccc1,0.0
CS(=O)(=O)c1ccc2nc(NC(=O)c3cccc(NS(=O)(=O)c4ccc(F)c(F)c4)c3)sc2c1,0.0
CCc1ccc(/C=C(\C)C(=O)c2c(C)cc(C)[nH]c2=O)cc1,0.0
Cc1ccc(S(=O)(=O)NC(N)=NCCc2ccc(Cl)cc2)cc1,0.5
Cc1ccc(NC(=O)c2ccc(OC(F)(F)F)cc2)cc1S(=O)(=O)N(C)C,-0.1
O=C(CSCc1ccc(Cl)cc1)NN=C1CCCCCC1,-0.1
CC(C)(C)c1ccc(C(=O)NCC(=O)OCC(=O)Nc2ccccc2[N+](=O)[O-])cc1,0.0
Cc1c(NC(=O)CN2c3cccc4cccc(c34)S2(=O)=O)c(=O)n(-c2ccccc2)n1C,-0.1
CNC[C@H]1Oc2ccc(N)cc2C(=O)N(C)C[C@H]1C,0.0
Cc1ccc(Sc2ccc([N+](=O)[O-])cc2[N+](=O)[O-])nc1,0.0
CCOc1ccc(C(=O)C(CCC(CN(C)C)C(=O)c2ccc(OCC)cc2)CN(C)C)cc1 (centres undefined),4.0
CCS(=O)(=O)N1CC(=O)N2[C@H](C1)[C@H](c1ccc(-c3ccccc3F)cc1)[C@@H]2CO,0.3
O=C(c1ccc2c(c1)OCO2)N1CC(=O)N2[C@H](C1)[C@@H](c1ccc(C#CC3CCCC3)cc1)[C@@H]2CO,0.1
O=C(COC(=O)c1cccc(Br)c1)Nc1cccc2c1C(=O)c1ccccc1C2=O,0.0

# Looked up above.
# CCc1ccc(/C=C(\C)C(=O)c2c(C)cc(C)[nH]c2=O)cc1 | XiGFP reactiv = 0.0
# Cc1ccc(NC(=O)c2ccc(OC(F)(F)F)cc2)cc1S(=O)(=O)N(C)C | XiGFP reactiv = -0.1
